esBAF inh – blocks esBAF chromatin remodeling in mouse ES cells | Bmi1-luciferase knock-in reporter, 24 h; 100% = twice the neutral-well signal | reporter increase, % at 12.5 µM | hit rate 2% among 350,000; in the data active = activation above about 40%; inconclusive = no clear call, values can overlap the other calls;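 note: 0% = median of the plate's neutral control wells and 100% = double that signal; a rise in the Bmi1 reporter signal indicates esBAF inhibition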
XiGFP reactiv – X-chromosome reactivation activator | XiGFP mouse fibroblasts, % GFP-positive cells imaging, 3 d; cells co-treated with 5-aza-dC sensitizer; scaled so ellipticine positive control = 100% | activation, % at 7.58 µM | hit rate 0.055% among 360,000;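 active = mean normalized replicate activation at least 10% and every replicate at or above 10%; inconclusive = only one of the two criteria met; inactive = mean below 10% and not all replicates reach 10%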;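 note: 0% = median of on-plate neutral control wells and 100% = ellipticine 6 µM median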
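System: SV40-immortalized XiGFP fibroblast cells, line 68-5-11 / Incubation: 3-day compound exposure, then 15 min fixation at room temperature / Compound: single concentration per compound, delivered by pin transfer / Buffer or medium: DMEM plus 5-aza-dC sensitizer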
S100A4 MyoIIA – blocks human S100A4 binding to myosin IIA peptide. P26447. S100A4/TAMRA-MyoIIA peptide fluorescence polarization. inhibition, % at 10.7 µM. hit rate 0.14% among 360,000;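 active = mean inhibition of at least 70% across replicates, with every replicate also reaching that level; inconclusive = mean inhibition reaches 70% but some replicates fall short; inactive = mean inhibition below 70%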
Target sequence (P26447 whole entry, looked up): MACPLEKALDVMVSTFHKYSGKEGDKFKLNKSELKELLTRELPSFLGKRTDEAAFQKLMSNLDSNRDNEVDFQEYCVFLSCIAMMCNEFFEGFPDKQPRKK
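Test system: S100A4 monomer protein. Medium: HEPES buffer with Ca2+, pH 7.2. Reagent: fluorescent myosin IIA peptide, 5 nM. Compound dosing: single-point compound testing. Timing: 5 min between mix addition and reading. Benchmarks: DMSO neutral and TFP positive wells.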
EWS-Fli inh – blocks EWS/Fli oncoprotein-driven transcription; hit rate 0.67% among 350,000; inhibition, % at 12.6 µM; A673 NR0B1-luciferase reporter, viability-normalised; AID 651661;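 active = mean inhibition of at least 50% after viability correction, with every replicate also passing that limit; inconclusive = mean reaches 50% but only one of two replicates passes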;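 note: firefly luciferase signal divided by Alamar Blue viability fluorescence both relative to DMSO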
E-sel inducer – E-selectin induction on HUVECs; P16581; HUVEC E-selectin immunofluorescence imaging; normalized: neutral wells 0, TNF-alpha wells 100; activation, % at 7.58 µM; hit rate 0.37% among 260,000;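 active = mean E-selectin-positive cell signal at least 10% of the positive control, reached in at least 60% of replicates, without over 20% cell loss; inconclusive = no rule given, readout overlaps actives, possibly toxicity-flagged; inactive = the rest, including those meeting only one limit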;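 note: in these data hits start at about 27%; measured in HUVEC primary endothelial cells; signal is the percent of cells scored E-selectin positive by PE staining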
Target sequence (P16581 whole entry, looked up): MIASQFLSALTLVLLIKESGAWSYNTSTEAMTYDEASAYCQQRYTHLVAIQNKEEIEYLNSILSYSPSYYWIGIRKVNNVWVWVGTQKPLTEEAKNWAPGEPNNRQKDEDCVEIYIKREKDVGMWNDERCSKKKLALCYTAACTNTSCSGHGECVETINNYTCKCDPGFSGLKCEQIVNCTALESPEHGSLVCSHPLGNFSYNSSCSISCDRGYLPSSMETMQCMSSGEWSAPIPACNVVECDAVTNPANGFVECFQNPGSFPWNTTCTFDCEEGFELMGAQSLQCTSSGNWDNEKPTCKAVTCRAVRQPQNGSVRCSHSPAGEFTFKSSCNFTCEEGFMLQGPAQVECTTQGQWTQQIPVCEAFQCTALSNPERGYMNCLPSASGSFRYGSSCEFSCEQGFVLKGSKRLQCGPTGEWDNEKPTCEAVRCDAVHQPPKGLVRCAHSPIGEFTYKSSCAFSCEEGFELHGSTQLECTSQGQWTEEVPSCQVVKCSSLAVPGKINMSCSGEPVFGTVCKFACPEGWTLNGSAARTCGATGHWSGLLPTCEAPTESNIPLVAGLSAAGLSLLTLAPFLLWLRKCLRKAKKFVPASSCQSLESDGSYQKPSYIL
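Assay system: HUVEC, human umbilical vein endothelial cells / Amount: 3,000 HUVEC/well / Controls: TNF-alpha positive control, DMSO neutral control / Compound dosing: single concentration / Medium: EGM-2 over gelatin coat / Evaluation: percent E-selectin-positive cells / Signal: immunofluorescence imaging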
RAD54 branch – inhibitors of human RAD54 branch migration. Q92698. RAD54 Holliday junction branch migration, FAM/BHQ fluorescence. inhibition, % at 10.4 µM. hit rate 0.14% among 360,000;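 active = mean normalized replicate activity at least 40 and at least half of replicates scoring 40 or more; inconclusive = only one of the two criteria met; inactive = mean below 40 and under half of replicates reaching 40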;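 note: 0% = median of neutral control wells and 100% = median of positive control wells; inhibitors cause a drop in the FAM fluorescence signal; in these data hits start at about 50%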
RAD52 inh – blocks human RAD52 DNA annealing; P43351; recombinant RAD52 DNA annealing, FRET fluorescence; inhibition, % at 18.7 µM; hit rate 0.46% among 360,000;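 active = every replicate showing at least 50% inhibition; inconclusive = mean inhibition at least 50% but not in every replicate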
FN deposition inh – fibronectin deposition inhibition; inhibition, % at 12.6 µM; hit rate 0.086% among 350,000; AH1F fibroblasts, Alexa488-fibronectin deposition fluorescence, overnight;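 active = mean inhibition across replicates of 30% or more, regardless of how many single replicates reach that level; inconclusive = mean under 30% yet at least half of replicates reach 30%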;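 note: positive control wells lacked labelled fibronectin entirely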
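test system = AH1F fibroblasts assembling fluorescent fibronectin matrix | quantity = 10000 AH1F cells per well | buffer or medium = DMEM plus 2% serum, read in PBS | doses = single dose, pinned | incubation = 1 h cell attachment, overnight exposure to compound and label | detection = fluorescence at 485 nm excitation, 525 nm emission | read-out basis = inhibition from reduced deposited-fibronectin fluorescence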
* marks the source's active call; other numbers are inactive results; ? = inconclusive; nt = no result given; & = joins results of further samples.

No.	smiles	esBAF inh	XiGFP reactiv	S100A4 MyoIIA	EWS-Fli inh	E-sel inducer	RAD54 branch	RAD52 inh	FN deposition inh
1	Cc1ccc(CNC(=O)C2CC(=O)N(C3CCCC3)C2)cc1 (configuration not stated)	-2	0.8	2	-8	nt	8	-11	-23
2	Cc1ccc(-c2csc(NNC(=O)c3ccccc3)n2)cc1	nt	-0.5	-2	0	-0.2	nt	8	2
3	Cc1cccc2cc3c(nc12)-c1ccccc1C3=O	29	0.1	-3	-7	nt	-15	12	6
4	Cc1noc(C)c1NC(=O)N(C)C[C@H]1OCCCC[C@H](C)Oc2ccc(NC(=O)c3ccncc3)cc2C(=O)N([C@@H](C)CO)C[C@@H]1C	3	0.6	-23	3	-0.2	6	-19	nt
5	C[C@H](CO)N1C[C@H](C)[C@@H](CN(C)Cc2ccncc2)Oc2ncc(-c3cccc(F)c3)cc2C1=O	-6	-1.0	16	-3	0.3	-1	-4	nt
6	COc1cccc(=O)c2c(C)n(-c3ccc(C(=O)O)cc3)c(C)c12	nt	0.2	-3	7	6.9	nt	-83	-5
7	O=C(O)c1ccc(Cl)c(NCc2cccs2)c1	4	0.1	-38	-7	0.7	-15	-13	2
8	C#CCN1C=CC(=O)[C@@H](OC(=O)Nc2ccc(OC)cc2)[C@H]1c1ccccc1Br	-1	-0.1	-12	-3	1.4	9	-3	14
9	Clc1ccccc1-c1cccc2nccn12	2	0.1	-2	-10	-0.1	1	-12	-15
10	CC(C)C[C@H](NC(=O)c1nccs1)C(=O)N1CCC[C@H]1C(=O)NCc1ccccc1	nt	0.1	-13	-7	-0.1	nt	1	-2
11	CCCc1nc2ccccc2n1C(C(=O)NC(C)(C)C)C1CC1 (configuration not stated)	nt	0.0	0	-14	-0.1	nt	-20	-7
12	COc1ccc2c(c1)c(C(C)=O)c(C)n2C	-13	1.9	-1	-5	-0.4	nt	6	12
13	CC(C)c1cc(-c2cc(-c3ccc(Cl)cc3)on2)nc(NCC2CC2)n1	-4	0.0	4	-6	0.0	3	-4	-5
14	N#Cc1ccc(NC(=O)COC(=O)CSc2nnc(-c3ccc(Cl)cc3)o2)cc1	0	0.1	-2	0	nt	nt	-43	-9
15	O=C(N[C@H](C(=O)N1CCC[C@H]1C(=O)NCCc1ccccc1Cl)c1ccccc1)c1ccc(Cl)c(Cl)c1	nt	0.1	5	9	0.1	nt	-25	6
16	COC(=O)C[C@H]1CC[C@@H]2[C@H](COC[C@H](O)CN2S(=O)(=O)c2ccccc2C)O1	-5	0.0	-15	1	0.0	3	-10	5
17	O=C(Nc1ncc(Cc2ccccc2)s1)C1CCCO1 (configuration not stated)	-15	-0.1	-2	-48	0.9	-5	3	-1
18	COc1cccc(NC(=O)C2CCC(CNC(=O)[C@@H]3Cc4ccccc4CN3)CC2)c1 (some centres not stated)	-1	0.0	-5	9	nt	3	-1	7
19	COc1ccc(-n2cc(-c3ccccc3)c3c(NCCCN4CCOCC4)ncnc32)cc1	nt	0.0	-6	17	-0.1	nt	-18	1
20	CO[C@@H]1CN(C)C(=O)c2cc(NC(=O)c3cnccn3)ccc2OC[C@H](C)NC[C@@H]1C	-5	-0.1	15	-11	2.6	-3	-56	-15
21	COc1ccccc1-n1c(SCC(=O)NC2CCS(=O)(=O)C2)nc2cc([N+](=O)[O-])ccc21 (configuration not stated)	-5	0.2	-12	-11	-0.5	-5	-2	2
22	COc1cc(OC)c2c(-c3cccc(-c4ccc(O)cc4)c3)cc(=O)oc2c1	0	0.3	-1	53*	-3.6	-5	-26	15
23	Cc1ccc(NC(=O)CC(C)S(=O)(=O)c2ccc3c(c2)NC(=O)CO3)cc1C (configuration not stated)	-2	0.0	-2	-6	nt	7	0	4
24	O=C(NC1CCCC1)C1c2ccccc2OCC(=O)N1Cc1cccnc1 (configuration not stated)	nt	0.2	-7	-2	nt	nt	-9	4
25	COc1ccc(/C(N)=N/OC(=O)c2ccc(OC)c([N+](=O)[O-])c2)cc1OC	2	0.0	-5	-1	11	15	-11	5

(list continues)
No.	smiles	esBAF inh	XiGFP reactiv	S100A4 MyoIIA	EWS-Fli inh	E-sel inducer	RAD54 branch	RAD52 inh	FN deposition inh
26	CN1C(=O)c2cc(NC(=O)Nc3ccc(Cl)cc3)ccc2OC[C@H]2O[C@@H](CC(=O)O)CC[C@H]21	1	0.3	-3	-6	0.2	-6	7	-7
27	C=CCNC(=O)[C@H]1[C@@H]2C(=O)O[C@@H](c3ccccc3)[C@@H](c3ccccc3)N2[C@@H](c2ccc(O)cc2)[C@]12C(=O)N(C(=O)OCCOC)c1ccc(C#CCC(C(=O)OC)C(=O)OC)cc12	nt	nt	?	-16	nt	1	20	nt
28	Cc1ccc(N(C(=O)c2csnn2)C(C(=O)NC(C)(C)C)c2cccnc2)cc1C (configuration not stated)	nt	-0.8	-3	1	0.7	nt	-14	-5
29	Cc1ccc(CNC(=O)CSc2ccc(-c3cccs3)nn2)cc1	nt	0.0	2	-2	nt	5	1	4
30	COCC#Cc1ccc2c(c1)O[C@@H](CN(C)Cc1ccccc1)[C@H](C)CN([C@@H](C)CO)S2(=O)=O	-6	-0.1	-7	22	0.3	6	-21	nt
31	COC(=O)COc1ccc(C)cc1-n1nc2ccccc2n1	-6	-0.1	-1	14	2.4	-2	-8	19
32	O=C(CN1C(=O)NC2NC(=O)NC21)N/N=C/c1ccccc1O (configuration not stated)	nt	0.0	-9	-3	nt	nt	-19	15
33	O=C(Cn1nc(-c2cccc(Cl)c2)ccc1=O)Nc1ccccc1Br	-6	0.0	-1	-15	2.0	-4	-15	-13
34	CC(=O)NC12CC3CC(C1)CC(C(=O)N1CCN(S(=O)(=O)c4ccc(C(C)C)cc4)CC1)(C3)C2	5	0.1	-2	5	3.7	1	0	-2
35	COC(=O)CSc1nc2nc(C)cc(C)n2n1	1	0.3	4	-6	4.3	-6	-5	-16
36	CO[C@@H]1CC[C@H]2CCOc3ccc(C#N)cc3C(=O)N(C)C[C@H](C)C(=O)N(C)C[C@H]1O2	-2	0.0	-7	0	-0.2	-6	-9	8
37	C[C@@H]1CN([C@@H](C)CO)C(=O)c2cc(NC(=O)Cc3ccccc3)ccc2O[C@@H](C)CCCCO[C@@H]1CN(C)S(=O)(=O)c1ccc(Cl)cc1	-2	-0.4	-5	7	0.0	0	0	nt
38	C=CCNc1oc(/C=C/c2ccccc2)nc1C#N	nt	nt	3	-109	nt	2	-16	nt
39	CN(C)CC(=O)Nc1ccc2c(c1)[C@H]1C[C@H](CC(=O)NCc3ccccn3)O[C@H](CO)[C@H]1O2	6	0.1	18	-9	0.3	18	-6	nt
40	C[C@@H]1CN([C@@H](C)CO)C(=O)c2cc(NC(=O)Nc3ccc(F)cc3)ccc2O[C@@H](C)CCCCO[C@H]1CN(C)Cc1ccc(C(=O)O)cc1	-1	-0.1	-3	-18	-0.1	-8	6	nt
41	Cc1ccc2cc(C#N)c(N3CCCN(C(=S)NCCCN(C)C)CC3)nc2c1	-26	0.0	4	-3	0.0	5	21	-4
42	COc1ccc(S(=O)(=O)N(C)C[C@H]2Oc3c(NC(=O)NC4CCCCC4)cccc3C(=O)N([C@H](C)CO)C[C@@H]2C)cc1	6&8	-0.6&0.0	1&4	1&11	0.0	6&1	25&-23	0&-5
43	O=C(CN1C(=O)NC(c2ccccc2)(c2ccccc2)C1=O)N1CCCCC1	-6	-0.1	-3	-1	nt	-11	11	-1
44	C[C@@H]1CN([C@H](C)CO)C(=O)Cc2cc(NC(=O)C3CC3)ccc2O[C@@H]1CN(C)S(=O)(=O)c1cn(C)cn1	0	0.0	6	-3	0.0	-3	-1	-2
45	CCS(=O)(=O)NCC[C@@H]1CC[C@H](NC(=O)Cc2ccccn2)[C@@H](CO)O1	-7	-0.2	8	2	-0.2	-8	-56	-23
46	CN1C(c2ccccc2)CC(=NO)CC1c1ccccc1 (configuration not stated)	-16	0.1	-4	0	nt	10	-5	2
47	CC1(C)Oc2cc3oc(=O)ccc3cc2C[C@@H]1O	12	0.0	3	-21	0.1	-6	1	-10
48	Cn1cccc1C(=O)NCC(c1ccco1)N1CCCCC1 (configuration not stated)	-10	0.0	-12	-10	-0.1	9	-6	-1
49	CO[C@H]1CN(C)C(=O)c2cc(NC(=O)Nc3cc(F)ccc3F)ccc2OC[C@H](C)N(C(=O)c2ccccn2)C[C@@H]1C	4	0.2	-3	-5	0.2	4	7	12
50	Cc1noc(C)c1NC(=O)Nc1ccc2c(c1)C(=O)N([C@H](C)CO)C[C@@H](C)[C@H](CN(C)Cc1ccc(Cl)c(Cl)c1)OCCCC[C@H](C)O2	-3	0.3	8	9	-0.1	2	18	nt
51	COc1ccc(S(=O)(=O)N(C)C[C@H]2Oc3c(NS(C)(=O)=O)cccc3C(=O)N([C@@H](C)CO)C[C@H]2C)cc1	-1	-1.4	57	-1	-4.8	-3	5	nt
52	COc1ccc(-c2ccc([C@H]3[C@H](C#N)N(C(=O)C4CCCC4)[C@H]3CO)cc2)cc1	11	0.1	-14	-11	0.0	-1	7	4

Reformatted in transposed form: 3 of the compounds above
31: COC(=O)COc1ccc(C)cc1-n1nc2ccccc2n1
32: O=C(CN1C(=O)NC2NC(=O)NC21)N/N=C/c1ccccc1O (configuration not stated)
33: O=C(Cn1nc(-c2cccc(Cl)c2)ccc1=O)Nc1ccccc1Br
entry no.,31,32,33
esBAF inh,-6,nt,-6
XiGFP reactiv,-0.1,0.0,0.0
S100A4 MyoIIA,-1,-9,-1
EWS-Fli inh,14,-3,-15
E-sel inducer,2.4,nt,2.0
RAD54 branch,-2,nt,-4
RAD52 inh,-8,-19,-15
FN deposition inh,19,15,-13
